# ADAM17 inh = ADAM17 inhibition, QFRET primary screen | P78536 | recombinant ADAM17, EDANS/DABCYL FRET peptide cleavage | inhibition, % at 6.95 µM | actives 0.83% (n = 370,000);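 active = inhibition above the mean of compounds lying between control limits plus 3 SD, set per campaign, cut at about 8.5% in these data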;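 note: 0% = DMSO-only wells as the low control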
# Target sequence (P78536 215-824 limits assumed): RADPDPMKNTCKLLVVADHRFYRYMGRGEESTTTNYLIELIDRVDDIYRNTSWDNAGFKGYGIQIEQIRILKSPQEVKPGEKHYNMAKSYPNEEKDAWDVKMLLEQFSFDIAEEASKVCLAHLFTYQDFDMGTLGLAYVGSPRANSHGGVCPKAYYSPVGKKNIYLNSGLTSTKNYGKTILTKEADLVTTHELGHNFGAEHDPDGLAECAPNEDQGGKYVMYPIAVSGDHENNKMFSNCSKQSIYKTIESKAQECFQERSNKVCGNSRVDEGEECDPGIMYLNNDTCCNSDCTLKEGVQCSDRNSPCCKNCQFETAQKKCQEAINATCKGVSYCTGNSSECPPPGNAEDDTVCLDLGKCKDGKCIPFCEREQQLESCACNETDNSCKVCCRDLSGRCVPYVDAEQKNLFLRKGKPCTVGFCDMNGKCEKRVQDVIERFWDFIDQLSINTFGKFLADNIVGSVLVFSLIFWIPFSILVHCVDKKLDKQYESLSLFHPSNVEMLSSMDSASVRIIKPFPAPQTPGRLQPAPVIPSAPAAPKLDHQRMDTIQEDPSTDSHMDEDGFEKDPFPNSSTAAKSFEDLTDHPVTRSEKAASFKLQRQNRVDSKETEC
# MBD2 inh = blocks human MBD2 binding to methylated DNA | TR-FRET, MBD2 binding to methylated oligonucleotide | inhibition, % at 4.4 µM | actives 0.31% (n = 370,000); in the data active = inhibition above about 13%
# SMARCA2 activ = increases SMARCA2 function in MMTV reporter cells; MG213 cells, MMTV-luciferase reporter, dexamethasone, overnight; activation, % at 9.1 µM; actives 1% (n = 370,000); AID 652017; in the data active = activation above about 7.8%;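 note: 0% = vehicle wells and 100% = reference activator wells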
# PLCg1 inh = blocks human PLC-gamma1 enzyme activity; P19174; purified PLC-gamma1, fluorogenic substrate, fluorescence; inhibition, % at 12.2 µM; actives 0.84% (n = 370,000); AID 720700; in the data active = inhibition above about 9.5%
# Rev-erbA mod = Rev-erb alpha (human) modulation; Rev-erbα–FITC-DNA binding, fluorescence polarization, 90 min; P20393; activity, % at 10 µM; AID 1259318; actives 0.79% (n = 370,000);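 active = activity above about 14%, limit read from the data; passing the limit was not always enough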;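 note: 0% = DMSO wells with 35 nM protein and 100% = DMSO wells with 750 nM protein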
# PLC-beta3 inh = blocks human PLC-beta3 enzyme activity. Q01970. Purified PLC-beta3, fluorogenic substrate, fluorescence. inhibition, % at 12.2 µM. actives 0.18% (n = 370,000); in the data active = inhibition above about 11%;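 note: 0% = median of compound wells on plate and 100% = full blocker control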
# DAX1 inh-1 = NR0B1 (DAX1) inhibition; HEK293 Gal4-DAX1 luciferase reporter, luminescence; inhibition, % at 6.75 µM; actives 0.99% (n = 340,000); AID 504766;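 active = inhibition above the mean over all tested compounds plus 3 SD, cut at about 4.2% in these data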;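 note: 0% = DAX1-transfected cells with DMSO and 100% = empty-vector control cells with DMSO; inhibition shows as a rise in luminescence from relieved DAX1 repression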
# Target sequence (P51843 207-470 limits assumed): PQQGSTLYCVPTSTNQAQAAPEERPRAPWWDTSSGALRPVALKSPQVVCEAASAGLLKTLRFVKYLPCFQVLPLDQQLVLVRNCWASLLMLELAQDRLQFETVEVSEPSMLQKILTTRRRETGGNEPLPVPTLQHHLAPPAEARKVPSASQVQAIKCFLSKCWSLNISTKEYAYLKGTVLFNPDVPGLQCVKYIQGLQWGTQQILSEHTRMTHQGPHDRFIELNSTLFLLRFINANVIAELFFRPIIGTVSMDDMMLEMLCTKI
# DAX1 inh-2 = DAX1 (NR0B1) inhibition, primary screen; HEK293T StAR-luciferase reporter, SF-1/DAX-1 repression relief; inhibition, % at 6.8 µM; actives 1.1% (n = 370,000); AID 652010;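 active = inhibition above the mean over all tested compounds plus 3 SD, cut at about 3.6% in these data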;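 note: 0% = DAX-1 cells with DMSO and 100% = cells lacking DAX-1 with DMSO; higher inhibition means more luminescence from relief of DAX-1 repression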
# hgDAF-12 ag = hgDAF-12 agonism, primary luciferase screen. HEK293 GAL4-hgDAF12 UAS-luciferase reporter, agonist luminescence; normalized to butyrate control. activation, % at 6.8 µM. actives 1.8% (n = 370,000). AID 687014;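 active = activation above a cutoff set at the mean of all screened compounds plus 3 SD, cut at about 10% in these data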;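 note: 0% = DMSO wells and 100% = sodium butyrate wells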
# hcDAF12 agonist = activates DAF-12 receptor from parasite H. contortus. HEK293 hcDAF-12 lit1-tk-luc reporter, luminescence; 0% DMSO, 100% Δ7-dafachronic acid. actives 1.4% (n = 370,000). activation, % at 6.8 µM;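 active = activation above the mean of all tested compounds plus 3 SD, cut at about 5.5% in these data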;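 note: 100% = response to 3 µM Δ7-dafachronic acid high control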
# ssDAF12 agonist = activators of S. stercoralis DAF-12 nuclear receptor; HEK293 ssDAF-12/GRIP1 lit1-tk-luc reporter, luminescence; % of 3 µM dafachronic acid response; activation, % at 6.8 µM; actives 1% (n = 370,000); AID 652126;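 active = activation above the mean over all tested compounds plus 3 SD, cut at about 0.9% in these data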;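 note: 0% = DMSO-only wells and 100% = 3 µM delta7-dafachronic acid wells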
# Active calls of the source: *; / = not tested or not shown.
SMILES,ADAM17 inh,MBD2 inh,SMARCA2 activ,PLCg1 inh,Rev-erbA mod,PLC-beta3 inh,DAX1 inh-1,DAX1 inh-2,hgDAF-12 ag,hcDAF12 agonist,ssDAF12 agonist
COc1ccc(CN2CCNC(=O)C2CC(=O)NCCCC2CCCC2)c(C)c1C (stereo not drawn),-3,-1,-1,-4,4,-12,-0.5,0.0,1.3,0.4,-1.2
CC(=O)N(C)c1ccc(NC(=O)c2ccccc2C(=O)O)cc1,-1,2,3,5,-3,6,1.8,0.0,-1.3,-0.7,-0.5
CC(C)[C@H](NC(=O)c1ccccc1F)C(=O)OCCN1C(=O)c2ccccc2C1=O,-4,1,-1,-2,-3,0,0.1,-0.8,3.0,0.8,-0.4
CCn1c(=O)c([N+](=O)[O-])c(NCCc2ccc(OC)c(OC)c2)c2ccccc21,-4,-6,-5,1,-3,-2,-1.9,-1.6,-8.5,-4.6,-1.8
CCNC(=S)NNC(=O)c1cc(C)nc2ccccc12,-42,-4,-3,-7,-2,-6,0.2,-0.1,0.2,2.4,-0.6
CC1CC(C)CN(CCCNC(=O)Cn2ncn3cccc3c2=O)C1 (stereo not drawn),-1,2,-1,8,-3,4,0.3,0.3,-0.2,-1.1,-0.6
COc1cc2sc3ccc(-c4ccc(CN5CCOCC5)cc4)cc3c(=O)c2cc1OC,-32,-2,1,-44,-16,-67,-0.9,-0.3,-1.1,-0.5,-1.4
Cc1ccc(C(=O)NCC(c2ccco2)N2CCc3ccccc32)cc1 (stereo not drawn),2,6,-1,0,-2,-2,-2.0,-0.8,-1.0,-0.7,-1.3
CC1CC(C)CN(c2ncc3c(n2)CC(c2ccc(Cl)cc2)CC3=O)C1 (stereo not drawn),-5,10,-3,1,-2,-4,-0.6,0.1,-0.2,-1.0,-1.7
CN1CCN(C(=O)C[C@@H]2C[C@H]3c4cc(NC(=O)c5cccnc5)ccc4O[C@H]3[C@H](CO)O2)CC1,-1,-2,-5,1,0,0,0.8,0.6,-1.3,1.1,-1.0
CCN(C(=O)CSc1nnc(-c2cccs2)n1N)c1c(N)n(Cc2ccccc2)c(=O)[nH]c1=O,-2,-5,-2,-5,-2,-4,0.3,0.6,1.8,-0.6,-0.6
CCN1CCN(CCOc2ccccc2-c2ccccc2)CC1,2,2,0,2,5,-4,-0.3,0.4,-0.7,-1.6,-1.7
Cc1cc(C(F)(F)F)nc(SCCN2CCOCC2)c1C#N,-2,3,-3,-10,0,-21,-1.1,-0.1,-2.3,-0.9,-1.8
CN1CCCC(OC(=O)c2ccccc2Br)C1 (stereo not drawn),1,-3,0,1,-4,-2,1.4,0.5,-0.8,0.0,-1.0
CCN(CC(=O)Nc1cc(S(=O)(=O)N2CCCCC2)ccc1Cl)Cc1ccccc1,6,-2,-3,-2,7,-6,-0.7,-2.0,-0.7,-2.0,-0.9
O=C(NCc1ccco1)O[C@@H]1CC[C@@]23CCCN2C(=O)CCC[C@H]3C1,-2,0,/,0,4,3,/,/,0.2,-0.7,-1.2
Cc1cccc(OCCSc2ncnc3nc[nH]c23)c1,2,4,1,1,1,-2,-0.1,0.0,0.7,-1.7,-1.1
CCCNCCC(c1ccco1)c1ccccc1OC (stereo not drawn),0,-1,2,2,1,5,0.9,-0.2,-1.0,-0.6,-1.1
CC(=O)Nc1cccc(OCc2cccc([N+](=O)[O-])c2)c1,-1,-4,5,1,3,1,0.0,-0.2,4.3,0.1,-0.2
CC(C)CNC(=O)c1ccccc1NC(=O)CCSc1ccccc1,-1,-3,0,-3,1,-1,-0.4,-1.0,-0.4,-1.9,-2.2
COC(=O)C1=C(N)Oc2cc(C)[nH]c(=O)c2C1c1ccccc1OC (stereo not drawn),-7,-2,-5,2,1,-7,1.7,0.5,-2.4,-0.7,-1.2
CCCS(=O)(=O)NC(=O)C1(C)CCN(C(=O)c2ccc(F)c(Cl)c2)C1 (stereo not drawn),-2,2,1,0,3,3,/,0.2,0.0,0.5,-1.7
O=S(=O)(Nc1ccc(F)cc1)N1CCCCCC1,-4,1,2,-1,-3,6,-0.3,0.6,4.0,-0.9,-0.8
CC(=O)Nc1ccc(S(=O)(=O)NCCNc2ccccc2[N+](=O)[O-])cc1,-3,-11,-2,0,10,-1,3.9,-0.1,-2.9,-0.3,-1.7
COc1cc2cc(C)nc(Cc3cccc4ccccc34)c2cc1OC,1,-6,-2,-13,6,-14,-0.4,-2.3,-1.4,-1.3,-1.3

# Quoted from the listing.
# CC(C)CNC(=O)c1ccccc1NC(=O)CCSc1ccccc1 @ hgDAF-12 ag = -0.4
# CCCNCCC(c1ccco1)c1ccccc1OC (stereo not drawn) @ DAX1 inh-1 = 0.9

# Additional compounds:
SMILES,ADAM17 inh,MBD2 inh,SMARCA2 activ,PLCg1 inh,Rev-erbA mod,PLC-beta3 inh,DAX1 inh-1,DAX1 inh-2,hgDAF-12 ag,hcDAF12 agonist,ssDAF12 agonist
Cc1ccc(NC(=S)NCCN(C2CCCCC2)C2CCCC2)cc1C,-2,2,-3,1,3,3,2.0,-0.8,5.6,1.2,-1.0
CCOc1ccc2c(=O)c(Oc3ccccc3OCC)coc2c1,0,-3,-3,-8,-6,-15,0.7,0.7,3.3,0.6,-0.3
NS(=O)(=O)c1ccc(N/N=C/c2cn(-c3ccccc3)nc2-c2cccs2)cc1,-14,6,9.6*,-61,2,-71,-1.7,-0.3,3.8,0.0,-2.1
COc1ccccc1NC(=O)CCN1C(=O)C2CC=C(Cl)CC2C1=O (stereo not drawn),-2,0,4,-3,1,1,-1.1,-0.1,0.9,-4.7,-1.2
O=C1CN(S(=O)(=O)c2cc(Cl)ccc2Cl)c2ccccc2N1,2,0,-2,0,2,-7,2.2,0.0,-1.0,-1.5,-0.8
Cc1noc(C)c1COc1ccc(C(=O)NCc2cccs2)cc1,-1,-2,-2,0,2,3,-1.4,-1.5,-1.2,-1.6,-1.5
O=C(O)c1ccc(N=C2SCC(=O)N2Cc2ccccc2)cc1,0,-5,-2,2,-2,4,0.4,0.9,0.6,-0.9,-1.3
CC1CCCC(NC(=O)COC(=O)CSc2ccc3ccccc3c2)C1C (stereo not drawn),4,2,-2,-3,-5,-8,-1.2,-0.5,-2.7,0.9,-1.4
O=C1C2CC=CCC2C(=O)N1CNc1ccccc1 (stereo not drawn),-1,3,0,2,-3,5,-0.7,-0.9,0.1,-0.4,-1.4
Cc1ccc(C(=O)Nc2ccc3nc(C)sc3c2)o1,-4,8,3,-5,0,2,1.8,4.0*,11*,3.4,-0.6
CN(Cc1nc(-c2cccs2)no1)CC1(N2CCOCC2)CCCCC1,0,-2,-2,1,1,-4,2.2,0.1,-3.4,-0.1,-1.1
O=C(CCc1nc2ccccc2c(=O)[nH]1)OCc1ccc(-c2ccccc2)cc1,-2,-1,-1,3,16,2,1.2,-0.9,-1.3,-1.6,-0.8
CCN(CC)CCN1C(=O)C(=O)/C(=C(/O)c2ccc(OC)cc2)C1c1ccco1 (stereo not drawn),0,-11,2,-3,2,-3,0.5,-0.1,0.6,0.5,-0.9
O=C(O)CC1=C(O)C(=O)N(c2ccccc2)C1c1ccccc1 (stereo not drawn),-7,-1,-2,0,2,0,-1.4,-0.1,-1.4,-0.1,-0.1
CCOc1ccc(OCC)c(NC(=O)CN(C)S(=O)(=O)c2cccc3nsnc23)c1,2,0,-3,3,-5,1,-0.5,-1.5,-3.7,-3.3,-1.9
COC(=O)CC1=C(C)C(=O)CC2C(C)(C)CCCC12C (stereo not drawn),0,-1,-1,1,1,2,3.9,0.6,3.3,-1.4,-1.1
O=C(Cc1csc2ccccc12)NCC1CC1,1,3,-3,0,-3,1,/,1.2,1.2,-1.6,-1.3
CN1CCN(NC(=O)c2ccc(Cl)s2)CC1,-7,-1,-6,9.8*,4,-11,0.0,-1.4,2.2,-1.6,-2.0
CC(C)Cc1nnc(NC(=O)c2cccc(S(=O)(=O)N3CCOCC3)c2)s1,0,0,4,-2,0,-4,0.4,-1.5,3.4,-1.0,-1.4
Cc1ccc(-n2c(SCC(=O)Nc3ccc(C(=O)O)cc3)nnc2-c2ccncc2)cc1,-5,-3,-4,2,-1,-10,1.2,-0.3,1.3,-0.1,-1.5
NC1=NC(=O)/C(=C/c2ccc(Cl)cc2Cl)S1,5,-3,-1,4,-8,-3,0.5,0.6,1.2,-0.9,-0.3
COCCNc1nc(NCCCN2CCCC2=O)c2sc(-c3ccccc3)cc2n1,-46,-2,-3,-22,0,-30,/,0.8,1.4,-1.0,-1.4
O=C(COc1cccc(Cl)c1)Nc1ccc2c(c1)CCC2,2,5,0,3,1,7,0.6,0.2,0.4,3.1,-0.8
COC(=O)c1ccccc1NC(NC(=O)c1ccco1)C(=O)c1ccccc1 (stereo not drawn),-3,-1,-2,0,-2,0,0.2,-0.9,0.6,-0.1,-1.6
O=C(Nc1ccc2c(c1)OCO2)c1ccc(Br)s1,4,1,6,0,1,-2,2.1,4.3*,25*,13*,1.6*

# Gathered by group, those above with a nitro group on carbon (3)
SMILES,ADAM17 inh,MBD2 inh,SMARCA2 activ,PLCg1 inh,Rev-erbA mod,PLC-beta3 inh,DAX1 inh-1,DAX1 inh-2,hgDAF-12 ag,hcDAF12 agonist,ssDAF12 agonist
CCn1c(=O)c([N+](=O)[O-])c(NCCc2ccc(OC)c(OC)c2)c2ccccc21,-4,-6,-5,1,-3,-2,-1.9,-1.6,-8.5,-4.6,-1.8
CC(=O)Nc1cccc(OCc2cccc([N+](=O)[O-])c2)c1,-1,-4,5,1,3,1,0.0,-0.2,4.3,0.1,-0.2
CC(=O)Nc1ccc(S(=O)(=O)NCCNc2ccccc2[N+](=O)[O-])cc1,-3,-11,-2,0,10,-1,3.9,-0.1,-2.9,-0.3,-1.7

# Later entries.
SMILES,ADAM17 inh,MBD2 inh,SMARCA2 activ,PLCg1 inh,Rev-erbA mod,PLC-beta3 inh,DAX1 inh-1,DAX1 inh-2,hgDAF-12 ag,hcDAF12 agonist,ssDAF12 agonist
CCc1noc(C)c1C(=O)OCC(=O)NC(C)c1ccccc1 (stereo not drawn),-5,8,-3,5,-5,-10,2.0,0.8,-2.1,2.0,-1.4
CC(=O)N1CCCc2cc(S(=O)(=O)Nc3ccccc3C)ccc21,2,-3,-2,1,1,-3,1.3,-0.4,-1.6,0.1,-1.0
COc1ccccc1CNc1ncccn1,5,0,-2,9.7*,6,1,-0.7,0.1,-1.4,0.8,-0.3
COc1ccc(C2(NC(C)=O)CCN(C(=O)CCC(=O)O)CC2)cc1,-4,3,-3,0,0,2,-0.6,0.3,-2.7,-0.5,-1.3
COc1ccc(N(C(C)=O)S(=O)(=O)c2cc(OC)ccc2OC)cc1,-4,3,-1,2,0,0,-0.1,0.3,-1.3,-1.2,-0.8
Cc1nn(Cc2cccc(C(=O)NC34CC5CC(CC(C5)C3)C4)c2)c(C)c1Br,5,2,-2,3,7,1,-1.3,-1.2,-3.9,-1.7,-1.6
Cc1nc(N2CCN(S(=O)(=O)c3ccccc3)CC2)c2c3c(sc2n1)CC(C)CC3 (stereo not drawn),0,-2,2,3,-2,7,-0.4,0.3,2.1,-1.2,-0.4
Cn1c(=O)c2c(nc(Sc3ncccn3)n2Cc2ccc(Cl)cc2)n(C)c1=O,-3,2,1,1,4,1,0.2,1.0,1.3,0.6,-1.1
O=C(CO/N=C\c1ccccc1)Nc1ccccc1C(=O)N1CCOCC1,1,0,0,3,2,1,-0.8,-0.6,-0.3,-0.2,-1.8
CC[n+]1c(/C=C/C=C/N(C(C)=O)c2ccccc2)sc2cc(OC)ccc21,2,-7,-4,-7,2,-10,/,-0.6,-2.5,-0.9,-1.9

# Screening data from PubChem.
